Screening results: PubChem BioAssay, National Center for Advancing Translational Sciences (NCATS)
B2AR arrestin: qHTS assay of beta-arrestin-biased ligands of beta2-adrenergic receptor; beta-arrestin recruitment to beta2AR, cell-based reporter; Potency, µM (titrated, usually from 46.1 µM), without a hit: at the highest dose activation, hits mostly activators; 330,000 tested, 0.02% active; AID 492947, 2010;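 note: potency is the fitted concentration of half-maximal effect; 0% = DMSO controls and full agonism = EC100 isoproterenol or metaproterenol; nearly all actives have a fitted effect of over 65% in size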
BCR signal inh: qHTS Assay to Find Inhibitors of Chronic Active B-Cell Receptor Signaling | ABC-DLBCL IkBa-CBG/CBR reporter, luminescence ratio, 4 h | Potency, µM (doses to about 46.1 µM), inactives show at the top dose ratio change, negative = lower green/red ratio, usual class: inhibitors | 340,000 tested, 0.05% active; active = well fitted inhibition curve with a large enough effect in the signal ratio, with a control signal flat, not every such curve was filed as active; inconclusive = small, poorly fitted or top-dose-only effect, or effect the other way, or a change in a side signal; the % refers to the signal ratio;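 note: potency is the fitted concentration of half-maximal effect; plate controls were basal doxycycline-induced cells for no effect and cells given 10 µM MG132 for full effect; MG132 reads +100%, hits lower the ratio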
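Doxycycline induced both beetle luciferases in TMD8 lymphoma cells; IKK-driven degradation limits the IkappaBalpha-fused green signal, while red luminescence normalises for cell number and nonspecific effects. Compounds tested up to 46 uM, 4 hrs.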
FBPA coupling cs: qHTS Assay for Inhibitors of Fructose-1,6-bisphosphate Aldolase from Giardia Lamblia: Coupling assay counterscreen. 290,000 tested, 0.67% active. coupling enzyme system counterscreen, AmpLite Red fluorescence. activity change, negative = inhibition, % at 58.2 µM, hits read low; in the data active = activity change below about -30%; note: % is set by controls: 0 for no effect and ±100 for the full control effect
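Counterscreen lacking aldolase: glyceraldehyde-3-phosphate coupling-enzyme reagent preincubated 10 min at RT with compound (at 57.5 uM final), then substrate/coupling system with AmpLite Red added; fluorescence read at 525/598 nm after 20 min RT.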
ASM inhibitor: Inhibitors of Secretory Acid Sphingomyelinase (S-ASM): qHTS; 340,000 tested, 0.006% active; Sphingomyelin phosphodiesterase (Homo sapiens), P17405; Potency, µM (doses to about 57.5 µM), inactives show at the top dose activity change, negative = inhibition, usual class: inhibitors; placental ASM, HMU-PC fluorogenic substrate, 60 min; note: potency is the fitted concentration of half-maximal effect
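Human placenta-derived ASM preincubated with compound 10 min at room temperature, then reacted with 9 uM (final) fluorogenic HMU-PC substrate for 60 min at 37 C. Stop solution raises pH to 10; fluorescence read at Ex 386/Em 447 nm.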
Giardia killer: Small Molecules that selectively kill Giardia lamblia: qHTS; 340,000 tested, 0.15% active; Giardia lamblia trophozoite viability; AID 540267, 2011; activity change, % at 7.66 µM, hits read low; in the data active = activity change below about -80%; inconclusive = between about -30% and that limit;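 note: parasites exposed to compound for two days anaerobically before the ATP read; % is set by controls: 0 for no effect and ±100 for the full control effect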
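Compounds were tested on trophozoites seeded at 100 cells/well and held 48 hrs at 37 deg C anaerobically. An ATP-based luminescent kit measured the remaining live cells.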
Integrin act MD: qHTS for Activators of Integrin-Mediated Alleviation for Muscular Dystrophy; alpha7betagal myoblasts, beta-gal FDG fluorescence, 48 h; Potency, µM (titrated, usually from 38.3 µM), for the others: at the highest dose activation, hits mostly activators; 350,000 tested, 0.064% active; AID 624291, 2012;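 note: potency is the fitted concentration of half-maximal effect; 100% = response of the positive control SU9516; nearly all actives have a fitted effect of over 60% in size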
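alpha7betagal+/- myoblasts (passage 13, 250/well) treated 48 h at 37C with compounds at 1:260 dilution of DMSO stock. Lysed, then beta-galactosidase activity read as FDG fluorescence (ex 480/em 540) after 30 min, with pre-read for autofluorescence.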
Tb PFK block: qHTS Assay to Find Inhibitors of T. brucei phosphofructokinase; ATP-dependent 6-phosphofructokinase (Trypanosoma brucei brucei), O15648; T. brucei PFK, ADP-Glo luminescence; Potency, µM (series often up to 57.5 µM), for the others: at the top dose activity, negative = inhibition, usual class: inhibitors; 330,000 tested, 0.17% active; AID 485367, 2010;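 note: potency is the fitted concentration of half-maximal effect; 0% = uninhibited 1x PFK enzyme wells and -100% = no-enzyme wells; nearly all actives have a fitted effect of over 60% in size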
Target sequence (O15648 whole entry, looked up): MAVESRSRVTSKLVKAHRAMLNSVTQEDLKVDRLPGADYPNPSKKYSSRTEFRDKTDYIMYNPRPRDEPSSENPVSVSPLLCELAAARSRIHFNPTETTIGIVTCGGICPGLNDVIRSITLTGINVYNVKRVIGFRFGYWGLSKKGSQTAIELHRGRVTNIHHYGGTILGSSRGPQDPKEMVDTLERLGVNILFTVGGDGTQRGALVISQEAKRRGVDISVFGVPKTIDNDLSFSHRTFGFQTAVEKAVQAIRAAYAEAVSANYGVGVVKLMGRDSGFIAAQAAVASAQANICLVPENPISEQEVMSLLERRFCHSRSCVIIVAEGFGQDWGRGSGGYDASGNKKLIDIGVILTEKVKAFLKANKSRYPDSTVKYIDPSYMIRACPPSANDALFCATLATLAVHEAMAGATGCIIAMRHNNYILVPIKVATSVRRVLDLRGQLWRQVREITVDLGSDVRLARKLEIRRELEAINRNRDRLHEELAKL
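ADP-Glo luminescence quantified ADP after 45 min at room temperature, with 1.25 nM T. brucei PFK, 0.1 mM ATP and 0.5 mM fructose-6-phosphate in pH 8.0 TEA buffer. qHTS titrations up to 57 µM; curves classified by quality.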
Menin-MLL TR inh: qHTS Assay for Inhibitors Targeting the Menin-MLL Interaction in MLL Related Leukemias: Competition With Texas Red Labeled MLL-derived Mutant Peptide; O00255; Menin + Texas Red MLL mutant peptide, fluorescence polarization; Potency, µM (titrated, usually from 61.6 µM), without a hit: at the highest dose FP activity change, negative = inhibition, hits mostly inhibitors; 270,000 tested, 0.23% active; active = well fitted inhibition curve with a large enough effect in the polarisation, with a control signal flat, not every such curve was filed as active; inconclusive = small, poorly fitted or top-dose-only effect, or effect the other way, or a change in a side signal; inactive = no such curve, though single readings can be large or run the other way; the % refers to the polarisation; note: potency is the fitted concentration of half-maximal effect; % of control where 0% means no effect; many of its hits are not listed in these tables
PTAP TSG101 blk: qHTS Assay for Iinhibitors of HIV-1 Budding by Blocking the Interaction of PTAP/TSG101; AID 493005, 2010; Fluorescence polarization, FITC-PTAP peptide / Tsg101 binding; Potency, µM (titrated, usually from 115 µM), for the others: top-dose activity change, negative = inhibition, usual class: inhibitors; 340,000 tested, under 10 active; active = well fitted inhibition curve with a large enough effect in the main read-out, with a control signal flat, not every such curve was filed as active; inconclusive = small, poorly fitted or top-dose-only effect, or effect the other way, or a change in a side signal; inactive = no such curve, though single readings can be large or run the other way; note: potency is the fitted concentration of half-maximal effect; % of control where 0% means no effect
Target sequence (Q99816 whole entry, looked up): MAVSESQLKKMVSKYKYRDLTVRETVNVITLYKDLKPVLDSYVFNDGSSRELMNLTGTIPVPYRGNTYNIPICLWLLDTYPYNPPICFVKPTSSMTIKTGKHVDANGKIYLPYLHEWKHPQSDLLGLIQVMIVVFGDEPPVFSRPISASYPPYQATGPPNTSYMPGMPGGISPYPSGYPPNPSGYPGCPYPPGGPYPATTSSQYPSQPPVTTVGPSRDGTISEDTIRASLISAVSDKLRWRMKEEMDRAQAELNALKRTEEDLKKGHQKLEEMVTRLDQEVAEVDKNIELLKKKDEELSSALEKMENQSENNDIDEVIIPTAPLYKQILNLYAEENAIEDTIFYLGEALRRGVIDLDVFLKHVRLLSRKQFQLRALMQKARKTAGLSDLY
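Compounds were pin-transferred onto Tsg101 binding domain (10 uM final) in HEPES pH 7.5 buffer, then FITC-PTAP peptide was added at 50 nM final. After 20 min at RT, polarization reported peptide displacement across a qHTS concentration series.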
GALK inh: qHTS Assay for Inhibitors of Human Galactokinase (GALK). P51570. Purified GALK, Kinase-Glo residual ATP luminescence. Potency, µM (doses to about 57.5 µM), without a hit: at the highest dose activity change, negative = inhibition, hits mostly inhibitors. 270,000 tested, 0.007% active. AID 1868, 2009; note: potency is the fitted concentration of half-maximal effect; % is set by controls: 0 for no effect and ±100 for the full control effect
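5 nM enzyme, 35 uM ATP, 100 uM galactose, 20 mM HEPES pH8.0, 5 mM MgCl2; 1 h RT; residual ATP by Kinase-Glo Plus luminescence, qHTS format.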
PKM2 activator: qHTS Assay for Activators of Human Muscle isoform 2 Pyruvate Kinase | Potency, µM (highest dose often 57.5 µM), for the others: at the top dose activation, most hits filed as activators | purified PKM2, Kinase-Glo ATP luminescence, activation; response scale: 0% is enzyme alone, no compound | 260,000 tested, 0.34% active; note: potency is the fitted concentration of half-maximal effect; % is set by controls: 0 for no effect and ±100 for the full control effect; nearly all actives have a fitted effect of over 55% in size
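Purified hPK-M2 (>95% pure) converted ADP (0.1 mM final) to ATP with 0.5 mM PEP in 50 mM imidazole pH7.2, KCl, MgCl2, Tween 20, BSA; 1 h at room temperature. ATP detected by Kinase-Glo luminescence.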
Starred values were filed as active, the others as inactive; ? = inconclusive; / = no result given; [ ] = dose if it differs, or a comment. Unless noted, calls come from the whole dose curve; as a rule, active = well fitted curve in the direction sought with a large enough effect; inconclusive = small, poorly fitted or top-dose-only effect, or another doubt; inactive = no such curve, though single readings can be large; an effect the other way counts as inactive or inconclusive. The list is partial; the hit share may differ from the screen's.

SMILES	B2AR arrestin	BCR signal inh	FBPA coupling cs	ASM inhibitor	Giardia killer	Integrin act MD	Tb PFK block	Menin-MLL TR inh	PTAP TSG101 blk	GALK inh	PKM2 activator
CC(C)OC(=O)Cn1c(=O)oc2ccccc21	0.0%	?	2	1%	2	26%	2%	-2%	0%	0%	-2%
CCS(=O)(=O)c1nc(S(=O)(=O)c2ccc(C)cc2)c(NCCCN(C)C)s1	-0.1%	-3%	4	1%	-19	16%	2%	-5%	-2%	0%	-9%
COc1ccc(NC(=O)N2CCN(c3nc4ccccc4n3C(C)C)CC2)cc1	-0.1%	0%	4	4%	-5	?	-6%	-8%	-1%	5%	-10%
Cc1onc(-c2ccccc2Cl)c1C(=O)NCc1ccc2c(c1)cc(C)n2C	-0.8%	-7%	-3	2%	-10	-4%	2%	/	1%	-1%	3%
CCOC(CNC(=O)Cn1nc(C)c2ccccc21)OCC	-0.2%	0%	1	8%	-5	24%	-4%	-2%	-4%	4%	-12%
Nn1c(Cc2ccc(F)cc2)n[nH]c1=S	-0.1%	1%	1	-1%	8	4%	-28%	1%	0%	-2%	27%
CN(C)S(=O)(=O)c1ccc(N2CCCC2)c(C(=O)Nc2ccccc2)c1	-0.2%	0%	/	3%	4	8%	-8%	/	-1%	/	/
CCn1c(SCC(=O)N/N=C/C=C/c2ccccc2[N+](=O)[O-])nnc1-c1ccccc1	-0.6%	0%	9	-2%	-12	-51%[inhibitor]	0%	-22%	0%	-1%	?
COc1cccc(NC(=O)CCC2CCN(Cc3nccs3)CC2)c1	-1.0%	3%	/	2%	6	17%	1%	/	0%	-5%	1%
Cc1csc(/N=C/c2ccc([N+](=O)[O-])cc2)n1	?	5%	0	-2%	-1	-3%	0%	-15%	1%	-5%	3%
NNC(=O)c1oc2nc(-c3ccccc3)cc(-c3ccccc3)c2c1N	0.0%	5%	1	236%[activator]	16	-31%	-2%	3%	0%	-2%	/
COc1ccc(NC(=O)CN(C)CC(=O)Nc2ccc(Cl)cc2[N+](=O)[O-])cc1	-0.2%	?	0	-9%	6	15%	-7%	-5%	-1%	-4%	13%
CSCCC(NC(=O)COc1ccccc1)C(=O)N1CCCCC1 (centres undefined)	-0.3%	-4%	/	6%	-9	18%	-1%	/	-6%	5%	-25%
Cc1cc(=O)[nH]c(N/N=C/c2cccc(Br)c2)n1	-0.7%	-1%	-2	-2%	-14	-5%	2%	-23%	-3%	-5%	1%
COC(=O)c1ccc(NC(=O)CSc2nnc(COc3ccc4c(c3)CCCC4)o2)cc1	-0.2%	-1%	0	1%	-4	-15%	0%	-23%	-4%	4%	-4%
COc1ccc(S(=O)(=O)N2CCOC23CCN(S(=O)(=O)c2ccc(Cl)cc2)CC3)cc1	-0.3%	-1%	/	1%	-12	9%	-1%	/	-6%	/	/
CCCC(C)C1c2c(c(C)c(C)oc2=O)Oc2c(C)c(C)oc(=O)c21 (centres undefined)	-0.7%	4%	/	-7%	2	19%	-2%	/	-1%	/	/
CCCC1C2C(=O)N(c3ccccc3)C(=O)C2ON1c1ccccc1 (centres undefined)	0.4%	-5%	4	0%	8	-40%	6%	3%	0%	0%	-4%
O=C(CSc1nnc(-c2ccc(OC(F)F)cc2)o1)NCc1cccs1	0.0%	-1%	3	-1%	8	-15%	-1%	-4%	0%	-1%	-5%
COc1ccc(-n2nc(C(=O)NCC(=O)NCc3ccco3)c3ccccc3c2=O)cc1Cl	0.0%	6%	-2	-3%	-4	6%	2%	-12%	-1%	0%	0%
Cc1ccc(-c2nnn3c2nc(Cl)c2ccccc23)cc1	-0.3%	?	1	14%	-15	11%	-16%	10%	1%	4%	-8%
Cc1ccc(NC2SC(=O)N(Cc3cccc(C(=O)O)c3)C2=O)cc1 (centres undefined)	0.5%	-10%	3	-2%	7	11%	11%	9%	-3%	4%	0%
CC1CN(Cc2nc3c(c(=O)n(C)c(=O)n3C)n2Cc2cccc(Cl)c2)CC(C)O1 (centres undefined)	-0.4%	4%	2	6%	1	0%	2%	2%	-4%	0%	-2%
CCOc1cc(OCC)nc(S(C)(=O)=O)n1	-1.1%	4%	3	0%	-11	-45%[inhibitor]	2%	-7%	-2%	/	0%
CCOc1cc(C(=O)Nc2ncccn2)cc(OCC)c1OCC	-0.2%	-1%	4	2%	7	-2%	3%	-16%	-2%	0%	0%
CCOC(=O)c1cnc(SC)nc1NCCOC	0.0%	-1%	2	-3%	-20	-5%	-1%	6%	-1%	0%	-5%
O=C(CCn1c(=S)oc2ccccc21)NCCC1=CCCCC1	-0.8%	0%	3	-2%	0	8%	-2%	/	3%	-2%	-10%
Cc1cc(C)n2nc(C(=O)OCCOc3ccc(F)cc3)nc2n1	-0.3%	-5%	2	2%	-21	5%	3%	0%	-5%	-6%	-7%
COc1ccc(CC(=O)OCC(=O)N2CCCc3ccccc32)cc1OC	0.1%	6%	/	3%	1	-10%	-2%	/	-3%	/	/
CCCn1cc(S(=O)(=O)CC(=O)NC2CCCCC2)c2ccccc21	-0.5%	-15%	0	1%	6	-3%	-4%	-13%	-4%	-1%	2%
COc1ccc(Nc2nc(N)c([N+](=O)[O-])c(NC3CCCCC3)n2)cc1	-0.9%	1%	0	?	-1	-11%	-1%	?	-1%	5%	/
NC(=O)c1ccc(OCC2CCCO2)cc1 (centres undefined)	0.1%	6%	1	24%	-20	-25%	0%	2%	-1%	0%	0%
Cc1ccc(-c2nnc(SCC(=O)n3c4c(c5ccccc53)CCCC4)o2)cc1	-0.1%	4%	5	/	/	/	-2%	-3%	/	0%	-9%
O=C(Nc1ccccn1)C12CC3CC(CC(C3)C1)C2	0.0%	29%	-1	-2%	-7	-24%	3%	2%	1%	-2%	5%
CCc1ccc(NC(=O)CSc2nc3[nH]ncc3c(=O)[nH]2)cc1	-0.2%	?	2	-3%	5	-3%	2%	10%	-1%	6%	0%
CS(=O)(=O)N(CC(=O)Nc1ccccc1C(=O)N1CCOCC1)c1ccc(F)c(Cl)c1	-0.6%	6%	/	5%	-13	13%	13%	/	1%	-4%	1%
Cc1ccc(NC(=S)N2CCCC(CO)C2)c(C)c1 (centres undefined)	3.7%	-9%	0	3%	0	-4%	-1%	-4%	-4%	0%	0%
O=C(Oc1cccc(N2C(=O)C3C4c5ccccc5C(c5ccccc54)C3C2=O)c1)c1ccco1 (centres undefined)	-0.7%	2%	-1	-1%	-5	-47%[inhibitor]	-2%	-19%	-1%	1%	8%
COc1ccc(OCCOCCOc2ccc(C)cc2[N+](=O)[O-])cc1	-2.0%	-6%	-3	-1%	5	13%	2%	7%	-5%	3%	-7%
Cc1ccc(S(=O)(=O)N2CCN(S(=O)(=O)c3ccccc3Br)CC2)cc1	0.2%	6%	/	1%	-2	1%	-2%	/	0%	/	/
CN(CC(=O)NNC(=O)CNC(=O)c1ccccc1Cl)S(=O)(=O)c1ccc(Cl)cc1	-0.6%	4%	/	0%	2	21%	-3%	/	-2%	/	/
O=C1CC(NC(=O)C(F)(F)F)=NN1c1ccccc1	0.2%	13%	1	0%	-12	19%	9%	18%	-5%	6%	1%
CCCNc1c(NS(=O)(=O)c2ccc(C)c(C)c2)c(=O)oc2ccccc12	0.4%	-1%	/	12%	-15	7%	2%	/	-2%	7%	/
Cc1cc(NC(=O)c2c([N+](=O)[O-])cnn2C)no1	-0.1%	0%	3	2%	-11	18%	8%	2%	-6%	-1%	1%
